# NOD1 NF-kB reporter – NOD1 signaling inhibitors, primary screen, cell-based, luminescence, uHTS (AID 1578). NOD1-driven NF-kB luciferase reporter cells, luminescence; higher % means a stronger effect. inhibition, % at 4 µM; hits with a dose series show EC50 in µM. 290,000 compounds, 1% hits; in the data active = inhibition mostly above about 36%, no sharp cut-off; inactive = mostly below about 34%;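 also: HEK-293T reporter cells stimulated with the NOD1 agonist gamma-tri-DAP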
# Rac1 GTP hydrolysis – MgcRacGAP GTPase-activating activity inhibitors, confirmation, biochemical, ADP Hunter fluorescence | 340,000 compounds, 0.6% hits | inhibition, % at 30 µM; hits with a dose series show IC50 in µM | MgcRacGAP-stimulated Rac1 GTP hydrolysis, ADP Hunter fluorescence; higher % means a stronger effect; GST-tagged Rac1 F28L mutant substrate;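 active = first-screen hits whose inhibition reached a set limit at any dose in the follow-up dose series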;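 also: fluorescence reports GDP produced by GAP-driven GTP hydrolysis; strong numbers were not always called active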
# GPR35 arrestin U2OS – GPR35 antagonists blocking zaprinast-driven arrestin recruitment, primary screen, imaging, U2OS, beta-arrestin-GFP, zaprinast agonist (AID 2058) | one-dose inhibition, % at 10 µM; IC50 in µM for titrated hits | 290,000 compounds, 0.052% hits | U2OS GPR35 beta-arrestin-GFP translocation imaging, zaprinast antagonism; higher % means a stronger effect;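 active = inhibition of at least 50% with at least 30 cells and total cytoplasm GFP at most 10,000,000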
# GPR55 beta-arrestin – selective activators of receptor GPR55 – imaging, U2OS cells, beta-arrestin-GFP redistribution, primary screen (AID 1961); U2OS GPR55 beta-arrestin-GFP redistribution imaging; higher % means a stronger effect; activation, % at 10 µM; hits with a dose series show EC50 in µM; 290,000 compounds, 0.048% hits;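 active = activation above 40% with more than 50 cells counted in the well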;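 also: U2OS osteosarcoma cells stably expressing GPR55 and beta-arrestin-GFP; plate controls were DMSO negative control for no effect and LPI positive control for full effect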
# KOR beta-arrestin-1 – KOR antagonists, beta-arrestin recruitment, cell-based, luminescence, uHTS (AID 1778) | KOR beta-arrestin recruitment, luminescence, antagonist mode; higher % means a stronger effect | inhibition, % at 10 µM, or IC50 in µM where a hit was titrated | 290,000 compounds, 0.091% hits; in the data active = inhibition above about 50%; also: strong numbers were not always called active
# KOR beta-arrestin-2 – KOR agonists, beta-arrestin recruitment, primary screen, cell-based, luminescence, uHTS (AID 1777); KOR beta-arrestin recruitment, luminescence; higher % means a stronger effect; activation, % at 10 µM; hits with a dose series show EC50 in µM; 280,000 compounds, 0.02% hits; in the data active = activation above about 50%, passing the limit was not always enough; also: a part of the inactive calls stands beside numbers as strong as those of hits
# GPR55 LPI antagonism – GPR55 antagonists blocking LPI-driven arrestin recruitment, primary screen, imaging, U2OS, beta-arrestin-GFP, LPI agonist (AID 2013); U2OS GPR55 beta-arrestin-GFP translocation imaging, LPI antagonism; higher % means a stronger effect; inhibition, % at 10 µM; hits with a dose series show IC50 in µM; 290,000 compounds, 0.13% hits;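 active = spots per cell inhibited over 60%, with over 100 cells counted and total cytoplasm intensity under 500,000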;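 also: U2OS cells stably carrying GPR55 and arrestin-GFP stimulated by 5 µM LPI near EC80; imaged beta-arrestin-GFP aggregate spots per cell after agonist stimulation; plate controls were LPI-stimulated DMSO wells for no effect and DMSO wells without LPI for full effect; some results filed as inactive read as strong as hits; confirmed hits need IC50 under 10 µM and bright autofluorescent wells are also inconclusive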
# UTI89 phage lysis – inhibition of K1F phage lysis, E. coli UTI89, bacterial capsule biogenesis inhibitors, alamar blue (AID 488966). E. coli UTI89 K1F phage lysis, alamar blue, 2 h; higher % means a stronger effect. one-dose inhibition, % at 100 µM; IC50 in µM for titrated hits. 340,000 compounds, 0.02% hits;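 active = phage lysis inhibition, versus mean bacterial control, above a set limit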;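 also: capsule biogenesis inhibitors block K1F phage lysis so surviving cells raise fluorescence; higher fluorescence means more inhibition of phage lysis; actives were called in the ten point dose series up to 300 µM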
# NTR1 ag – agonists of NTR1, primary screen, imaging, U2OS cells, beta-arrestin-GFP, high content (AID 493036); activation, % at 20 µM; 330,000 compounds, 0.17% hits; P30989; NTR1-U2OS beta-arrestin-GFP spot imaging, agonist mode;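 active = activation at or above 40% of the spot to cytoplasm intensity ratio, with at least 20 cells analyzed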;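 also: 0% = DMSO without peptide and 100% = 100 nM NTR1 peptide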
# Target sequence (P30989 whole entry, looked up): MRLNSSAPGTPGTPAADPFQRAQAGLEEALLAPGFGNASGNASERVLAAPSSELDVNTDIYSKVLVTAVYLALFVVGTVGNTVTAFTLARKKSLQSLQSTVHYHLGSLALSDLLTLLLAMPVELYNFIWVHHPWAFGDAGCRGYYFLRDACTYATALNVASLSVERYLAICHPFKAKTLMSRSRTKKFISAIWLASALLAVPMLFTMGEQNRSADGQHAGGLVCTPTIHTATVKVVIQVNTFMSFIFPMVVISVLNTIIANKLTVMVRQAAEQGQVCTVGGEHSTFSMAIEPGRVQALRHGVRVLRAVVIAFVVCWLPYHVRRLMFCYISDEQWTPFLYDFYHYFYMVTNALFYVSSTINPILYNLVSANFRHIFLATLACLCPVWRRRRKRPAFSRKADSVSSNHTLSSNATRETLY
# NTR1 ag cell count 20 µM – second read-out of NTR1 ag, no call of its own (marks repeat the call); cell count; measured here: cell count, cytotoxicity flag
# Numbers without * were called inactive; · = not tested or not shown; [ ] = dose if it differs, or a comment. Only part of the results is shown (hit frequency here may not be typical).
SMILES,NOD1 NF-kB reporter,Rac1 GTP hydrolysis,GPR35 arrestin U2OS,GPR55 beta-arrestin,KOR beta-arrestin-1,KOR beta-arrestin-2,GPR55 LPI antagonism,UTI89 phage lysis,NTR1 ag,NTR1 ag cell count 20 µM
CC(=O)Nc1nonc1-c1nc2ccccc2n1CCC(C)C,57%,9%,14%,-0.1%,-10%,-3.5%,5%,-0.6%,4.8,48
c1ccc(Cn2c(CNc3nc4ccccc4n3CCN3CCOCC3)nc3ccccc32)cc1,2%,4%,-1%,-0.2%,·,·,-4%,2.0%,0.1,71
COc1cccc(N2CCN(C(=O)c3cccc(NC4=NC5CS(=O)(=O)CC5S4)c3)CC2)c1 (stereo not drawn),-12%,6%,-6%,-0.3%,-4%[20 µM],-2.8%,-8%,3.5%,-1.6,52
CC(=O)NC1C(=O)N=C(SCC(=O)Nc2sc3c(c2C#N)CCCCCC3)NC1=O (stereo not drawn),-25%,7%,4%,0.5%,-16%,0.5%,0%,-1.2%,-0.5,51
CNC(=O)c1cc2cccc(OC)c2oc1=O,-15%,9%,10%,0.5%,-4%,-4.4%,10%,0.6%,0.3,62
O=c1[nH]c(=S)[nH]c2[nH]c(=S)[nH]c12,-22%,·,-8%,-0.1%,-21%[20 µM],-2.4%,0%,2.9%[50 µM],-0.1,66
O=C(CSc1nnc(Cc2ccccc2)o1)Nc1ccc(Br)cn1,-26%,5%,-8%,-0.1%,34%,-2.1%,3%,0.4%,1.7,84
CCN(CC)C(=S)Nc1ccc(Cl)c(Cl)c1,0%,2%,-12%,-0.3%,1%,4.0%,6%,-1.9%,-0.6,46
CCC(C)c1ccc(NC(=O)Nc2cccnc2)cc1 (stereo not drawn),-48%,2%,4%,-0.1%,-32%,0.5%,-20%,0.2%,2.0,61
COc1ccc(N2C(=O)CC(NCc3cccs3)C2=O)cc1 (stereo not drawn),0%,2%,10%,-0.6%,24%,9.1%,1%,-2.7%,2.8,61
Cc1ccnc(NC(=O)Nc2cccc(F)c2)c1,-33%,12%,-1%,0.3%,22%,2.5%,6%,0.7%,-0.5,80
Cc1ccc(NC(=O)N2CCC(C(=O)NCc3ccccc3)CC2)cc1,-27%,2%,-7%,-0.2%,-29%,-1.2%,7%,0.2%,-0.3,86
Cc1cc(Cl)ccc1NS(=O)(=O)c1c(C)[nH]c(=O)[nH]c1=O,-4%,12%,7%,0.9%,-13%,-3.8%,-1%,0.6%[50 µM],-0.5,112
O=C(OCN1C(=O)c2ccccc2C1=O)C1CCCCC1,-15%,8%,-3%,-0.1%,10%,-1.9%,-5%,1.0%,-0.1,40
CCCN1CCN(S(=O)(=O)c2ccc(-n3cnnn3)cc2)CC1,-12%,12%,11%,0.6%,-6%,-4.4%,0%,0.2%,-0.8,55

# 6 entries drawn at random from the list so far, as already listed:
SMILES,NOD1 NF-kB reporter,Rac1 GTP hydrolysis,GPR35 arrestin U2OS,GPR55 beta-arrestin,KOR beta-arrestin-1,KOR beta-arrestin-2,GPR55 LPI antagonism,UTI89 phage lysis,NTR1 ag,NTR1 ag cell count 20 µM
Cc1ccc(NC(=O)N2CCC(C(=O)NCc3ccccc3)CC2)cc1,-27%,2%,-7%,-0.2%,-29%,-1.2%,7%,0.2%,-0.3,86
CCC(C)c1ccc(NC(=O)Nc2cccnc2)cc1 (stereo not drawn),-48%,2%,4%,-0.1%,-32%,0.5%,-20%,0.2%,2.0,61
CNC(=O)c1cc2cccc(OC)c2oc1=O,-15%,9%,10%,0.5%,-4%,-4.4%,10%,0.6%,0.3,62
O=C(OCN1C(=O)c2ccccc2C1=O)C1CCCCC1,-15%,8%,-3%,-0.1%,10%,-1.9%,-5%,1.0%,-0.1,40
CC(=O)Nc1nonc1-c1nc2ccccc2n1CCC(C)C,57%,9%,14%,-0.1%,-10%,-3.5%,5%,-0.6%,4.8,48
CCN(CC)C(=S)Nc1ccc(Cl)c(Cl)c1,0%,2%,-12%,-0.3%,1%,4.0%,6%,-1.9%,-0.6,46

# Later entries
SMILES,NOD1 NF-kB reporter,Rac1 GTP hydrolysis,GPR35 arrestin U2OS,GPR55 beta-arrestin,KOR beta-arrestin-1,KOR beta-arrestin-2,GPR55 LPI antagonism,UTI89 phage lysis,NTR1 ag,NTR1 ag cell count 20 µM
CCn1ncc(CN2CCCC(C(=O)Nc3cccc(-c4cc5ccccc5[nH]4)c3)C2)c1C (stereo not drawn),-10%,10%,0%,-0.1%,-62%,1.2%,-16%,0.0%,5.7,39
COC(CNC(=O)C(C)n1nc(C)c2ccccc21)OC (stereo not drawn),-25%,4%,-9%,-0.6%,-5%,-0.2%,13%,0.2%,1.1,52
CCOC(=O)c1c(-c2ccc(C)o2)csc1NC(=O)CN1CCCCC1,17%,6%,22%,0.7%,-17%,-1.6%,18%,-0.2%,17,65
CCc1ccc(Nc2n[n+](-c3ccccc3)c(-c3ccc(OC)c(Br)c3)s2)cc1,-15%,2%,-3%,11%,1%[20 µM],-1.2%,8%,-0.6%,5.5,65
COc1ccc(OC)c(Nc2nc(-c3sc(C)nc3C)cs2)c1,-33%,3%,24%,-0.2%,2%,15%,0%,-0.1%,6.2,81
CCCS(=O)(=O)NCCc1cc2ccc(OC)cc2[nH]c1=O,-29%,7%,-10%,0.2%,29%,-4.3%,2%,-1.3%,1.5,52
CCOC(=O)CN1C(=O)NC2NC(=O)NC21 (stereo not drawn),-4%,13%,13%,0.2%,-14%,-2.4%,4%,0.9%,1.3,37
O=C(N/N=C/c1c[nH]c2ccccc12)c1cc(-c2ccccc2)n[nH]1,28%,14%,-10%,0.4%,-57%,8.1%,5%,0.1%,0.7,71
Cc1ccc(C(=O)Nc2cccnc2N2CCN(C)CC2)cc1,-16%,1%,10%,0.2%,-2%,-2.3%,8%,2.1%,-0.8,65
Cc1c(O)ccc(-c2n[nH]c(C(=O)O)c2-c2nc3ccccc3s2)c1O,-9%,27%,-8%,-0.1%,20%,-0.2%,-4%,0.3%,-1.9,63
O=C(Nc1ccc(Cl)cc1)N1CCN(c2ncccn2)CC1,-50%,4%,-12%,-0.1%,-26%[20 µM],2.7%,5%,0.3%,-0.7,62
CCCCCC(=O)N(CN1C(=O)CCC1=O)c1ccccc1,-27%,-5%,7%,-0.1%,-2%,-4.6%,9%,5.0%,-0.8,67
Cc1ccc(NC(=S)NNC(=O)c2c(Cl)c(C)nn2C)cc1,0%,11%,4%,0.0%,11%,2.2%,9%,2.3%[50 µM],3.6,36
Cc1noc(C)c1COC(=O)[C@@H](NC(=O)c1ccccc1)C(C)C,7%,-3%,18%,0.2%,-54%,3.3%,-6%,-0.3%,0.0,36
CC(=O)CCC1C2C(O)C(C(C)C)C(OC(=O)/C=C/c3ccccc3)CC12C (stereo not drawn),-3%,0%,-4%,0.0%,-18%,4.0%,-3%,-0.2%,9.6,90
COc1ccccc1N(CC(=O)Nc1ccc(S(=O)(=O)N2CCOCC2)cc1)S(C)(=O)=O,-10%,5%,-1%,-0.2%,-14%,6.2%,-1%,0.2%,-0.6,48
COc1cccc(CNC(=O)Cn2cc3c(n2)CCCCC3)c1,7%,12%,3%,-0.1%,-3%,-4.2%,8%,4.6%,0.5,60
CCOc1cc(NC(=S)NCC2CCCO2)c(OCC)cc1NC(=O)c1cccc(C)c1 (stereo not drawn),3%,1%,1%,0.8%,-3%,1.2%,12%,-0.4%,5.7,74
CCOC(=O)c1nnn(-c2nonc2N)c1-c1cccc2ccccc12,-14%,4%,-2%,-0.4%,22%,-3.9%,1%,-0.3%,1.7,55
Cc1cc(NC(=O)c2ccccc2)nc(C)n1,-5%,13%,16%,-0.1%,-5%,4.6%,-2%,0.2%,0.9,60
O=C(CCC1CCCCC1)Nc1c2c(nn1-c1ccc(F)cc1)CS(=O)C2 (stereo not drawn),4%,5%,-5%,-0.1%,-37%,1.3%,10%,3.9%,-1.0,73
O=C(CN(Cc1ccccc1F)C(=O)c1csnn1)NC1CCCCC1,-44%,2%,7%,-0.4%,-22%,1.6%,1%,-1.0%,-0.2,59
Cc1cc(C)n2nc(SCCCC(=O)c3ccc(F)cc3)nc2n1,-39%,-1%,4%,-0.2%,-20%,-3.6%,2%,0.8%,-0.3,69
CCOC(=O)N1CCN(C(=O)c2cn(C)c3ccc(S(=O)(=O)N4CCC(C)CC4)cc3c2=O)CC1,-28%,-1%,-19%,0.4%,6%,-1.9%,7%,-0.7%,2.7,54
N=C1C2=C3Sc4ccccc4N3CCCC2=NN1c1cccc(S(=O)(=O)O)c1,-1%,24%,5%,0.4%,12%,3.0%,-2%,-0.8%[50 µM],1.4,69
CN(C)c1cccc(C(=O)Nc2nnc(Cc3ccccc3)s2)c1,-8%,3%,13%,0.3%,-22%,-6.7%,4%,0.4%,1.3,46
CCCc1c(C(=O)Nc2ccc(C(F)(F)F)cc2)cnn1-c1ccccc1,-3%,8%,9%,-0.6%,-4%,3.4%,1%,-0.5%,0.5,53
CCCN(Cc1cc2ccc(C)cc2[nH]c1=O)S(=O)(=O)c1ccccc1,-1%,10%,11%,-0.2%,-16%,-3.0%,6%,-0.5%,5.4,45
O=C(Nc1cccc(NC(=O)c2ccc(Br)cc2)c1)c1ccccc1,-11%,·,-12%,-0.1%,-2%,3.4%,2%,0.3%,-0.8,119
Cc1cc(C)c2c(C(C)(C)C)nn(-c3ccccc3)c2n1,-8%,-3%,10%,0.0%,25%,-16%,1%,-0.1%,11,82
Cc1ccc(C(C)C)c(OCCCN(C)Cc2ccccc2)c1,-6%,13%,1%,-0.2%,-6%,4.7%,0%,4.0%,2.8,45
COCc1cc(C)nc2sc(C(=O)N3CCCC3)c(N)c12,-2%,10%,-2%,-0.1%,8%,-2.3%,10%,3.6%,0.6,60
Cc1ccc(CN(C(=O)CNC(=O)c2cccs2)C(C(=O)NCC2CCCO2)c2ccccc2)cc1 (stereo not drawn),0%,2%,14%,0.0%,14%,-0.7%,12%,0.2%[50 µM],2.2,39
CN(C(=O)COC(=O)c1nc(Cl)c(Cl)c(Cl)c1Cl)C1CCS(=O)(=O)C1 (stereo not drawn),36%,7%,-5%,-0.1%,14%,-0.6%,17%,0.4%,·,·
COc1cccc(N2CCN(S(=O)(=O)c3cn(C)cn3)CC2)c1,37%,-3%,3%,-0.2%,-39%,3.7%,-12%,0.3%,-0.1,70
C=C1C(C(=O)N2CCN(C)CC2)C1C(=O)N1CCN(C)CC1 (stereo not drawn),19%,8%,13%,0.3%,-41%,-5.4%,4%,0.0%[50 µM],1.2,55
CCOC(=O)c1cc(-c2ccccc2)sc1NC(=O)COC,13%,3%,-16%,-0.1%,-328%[20 µM],·,14%,0.1%,3.0,57
